N370S GC – N370S glucocerebrosidase modulation, Gaucher chaperone candidate | P04062 | N370S GC spleen homogenate, 4MU-glucoside fluorescence | Potency, µM (series often up to 59.4 µM), without a hit: at the top dose activity change, negative = inhibition, actives largely listed as inhibitors | 330,000 tested, 0.092% active | AID 2101;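 note: 0% = full enzyme activity and -100% = no enzyme basal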
GCN5L2 inh – inhibitors of human GCN5L2 histone acetyltransferase | Q92830 | GCN5L2 HAT assay, ThioGlo1 CoA-SH fluorescence | Potency, µM (top dose mostly 58.9 µM), for the others: top-dose activity change, negative = inhibition, usual class: inhibitors | 390,000 tested, 0.21% active
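ThioGlo1-coupled HAT assay: 20nM GCN5L2, 70uM acetyl-CoA, 75uM H3(1-25) peptide, pH 7.5. Fluorescence read at 340/540nm at start and after 20 min at room temperature.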
FEN1 inh – human FEN1 inhibition; Recombinant FEN1 flap cleavage, fluorescence, 15 min; Potency, µM (series often up to 114 µM), without a hit: top-dose activity change, negative = inhibition, hits mostly inhibitors; 390,000 tested, 0.35% active; note: nearly all actives have a fitted effect of over 65% in size
Target sequence (P39748 whole entry, looked up): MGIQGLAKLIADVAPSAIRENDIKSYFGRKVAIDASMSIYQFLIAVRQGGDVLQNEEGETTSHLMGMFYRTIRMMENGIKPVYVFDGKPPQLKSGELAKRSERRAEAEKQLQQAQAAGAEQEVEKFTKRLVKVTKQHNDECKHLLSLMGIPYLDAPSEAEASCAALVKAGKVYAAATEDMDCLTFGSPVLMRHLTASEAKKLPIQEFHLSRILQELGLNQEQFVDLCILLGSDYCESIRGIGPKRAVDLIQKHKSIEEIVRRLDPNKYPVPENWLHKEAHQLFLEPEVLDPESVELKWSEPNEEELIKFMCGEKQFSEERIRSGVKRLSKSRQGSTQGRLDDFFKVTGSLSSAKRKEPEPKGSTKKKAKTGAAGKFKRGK
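Concentration–response screening of FEN1 (10 nM): 15 min compound preincubation at room temperature, reaction started with 50 nM substrate and read at 0 and 15 min. Corrected, normalized data were fitted by a four-parameter Hill equation.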
Starred values were filed as active, the others as inactive; ? = inconclusive; · = not tested or not shown; [ ] = another dose, or the depositor's remark. Calls come from the whole dose curve; as a rule, active = well fitted curve in the direction sought with a large enough effect; inconclusive = small, poorly fitted or top-dose-only effect, or another doubt; inactive = no such curve, though single readings can be large; an effect the other way counts as inactive or inconclusive. Unless noted, % is set by controls: 0 for no effect and ±100 for the full control effect; potency is the fitted concentration of half-maximal effect.

The opening three records (preview)
Results follow in this order: N370S GC | GCN5L2 inh | FEN1 inh
- O=C(c1ccccc1NS(=O)(=O)c1ccc(F)cc1)N1CCc2ccccc21
→ 16.9% | 2.4% | 2.3%
- CC(Oc1ccccc1Cl)C(=O)N1CCN(CCc2ccccn2)CC1 (stereo unspecified)
→ · | -5.7% | 44.0%[activator]
- O=C(Nc1ccc(OC(F)F)cc1)c1ccccn1
→ 1.0% | -5.1% | -4.7%

Main list, from the first entry:
Results follow in this order: N370S GC | GCN5L2 inh | FEN1 inh
- O=C(c1ccccc1NS(=O)(=O)c1ccc(F)cc1)N1CCc2ccccc21
→ 16.9% | 2.4% | 2.3%
- CC(Oc1ccccc1Cl)C(=O)N1CCN(CCc2ccccn2)CC1 (stereo unspecified)
→ · | -5.7% | 44.0%[activator]
- O=C(Nc1ccc(OC(F)F)cc1)c1ccccn1
→ 1.0% | -5.1% | -4.7%
- O=C(NCC1CCCO1)c1cc([N+](=O)[O-])ccc1N1CCC(Cc2ccccc2)CC1 (stereo unspecified)
→ · | -4.6% | -20.3%
- CCc1ccc(OCC(=O)OCC(=O)c2ccc3c(c2)NC(=O)CO3)cc1
→ -1.8% | 0.4% | -5.0%
- Cc1cc(/C=C(/C#N)c2cccc(Cl)c2)c(C)n1C
→ 24.6% | -22.4% | 8.6%
- Cc1ccc(NC(=O)Cn2c(=O)c3cccn3c3ccccc32)c(Cl)c1
→ -6.8% | -20.3% | 11.8%
- Cc1ccc(CN(C(=O)Cc2cccs2)C(C(=O)NC2CCCC2)c2ccncc2)cc1 (stereo unspecified)
→ 3.0% | -1.8% | -10.3%
- O=NC1=C(c2c(O)[nH]c3ccccc23)CCCC1
→ 4.6% | 2.1% | -8.9%
- O=C(CCN1C(=O)/C(=C\c2ccccc2)SC1=S)N1CCOCC1
→ -10.5% | -3.7% | 3.4%
- Cc1ccc(C(=O)N2CC3(C)CN(C(=O)c4ccc(C)cc4)CC(C)(C2)C3=O)cc1
→ 10.9% | -1.9% | -6.6%
- Cc1ccc(-c2nnn(CC(=O)N(Cc3cccs3)C(C(=O)NC3CCCC3)c3ccncc3)n2)cc1 (stereo unspecified)
→ 22.4% | -4.9% | -23.0%
- Fc1ccc(NC(=S)N/N=C/c2ccc(F)c(F)c2)cc1
→ -0.2% | -15.7% | 3.0%
- CCN(CC)S(=O)(=O)c1ccc2c(c1)c(=O)c(C(=O)N1CCN(c3ccccn3)CC1)cn2C
→ -11.3% | 0.4% | -1.3%
- Cc1ccc(S(=O)(=O)N2CCCCC2C(=O)N2CCN(C)CC2)cc1 (stereo unspecified)
→ 0.3% | -3.4% | -2.3%
- Cc1cc(C(=O)CCC(=O)N2CCN(c3ccccc3)CC2)c(C)s1
→ -4.1% | 1.6% | 10.0%
- COc1ccccc1CNC(=O)COC(=O)c1cccc(-n2cnnn2)c1
→ · | -4.6% | 13.6%
- CC(C)(O)c1[nH]c2cc(C(F)(F)F)ccc2c1C(C)(C)O
→ -8.6% | -7.7% | -16.4%
- O=c1c(-c2ccc(F)cc2)nc2cnc(N3CCOCC3)nc2n1-c1ccccc1
→ 8.5% | ? | ·
- CC(Sc1cccc2cccc(C(=O)O)c12)C(=O)O (stereo unspecified)
→ -22.6% | -1.1% | -3.4%
- O=C(Cn1c(=O)oc2cc(S(=O)(=O)NC3CCCC3)ccc21)Nc1ccc(F)c(F)c1
→ · | -2.3% | -4.3%
- Cc1cccnc1NC(=S)NC(=O)/C=C/c1ccco1
→ -2.7% | 3.7% | 10.9%
- CC(C)c1nc(NCCN2CCOCC2)c(C#N)c2c1COC(C)(C)C2
→ 8.0% | 1.6% | -7.3%
- Cc1ccc(C)c(S(=O)(=O)Nc2ccc3c(c2)CCCN3C(=O)c2cccs2)c1
→ · | 0.8% | 6.0%
- COc1ccc(CNC(=O)c2cc3sccc3n2Cc2ccc(C)cc2)cc1
→ · | -3.1% | -17.8%
- CCC(C)(C)n1nnnc1CN1CCN(c2ccc(OC)cc2)CC1
→ -4.1% | -0.1% | -3.5%
- CN(C(=O)c1cccs1)c1ccc(OCC(=O)Nc2ccc(C(=O)O)cc2)cc1
→ 6.6% | -0.5% | -4.8%
- CCCCNC(=O)C(NS(=O)(=O)c1cccc2nsnc12)c1ccccc1 (stereo unspecified)
→ 5.2% | -2.6% | 2.1%
- O=C(NC1CCCC1)C(c1ccsc1)N(C(=O)Cc1cccs1)c1ccccc1 (stereo unspecified)
→ -0.5% | ? | 5.8%
- CCOC(=O)c1csc(CCNC(=O)c2oc3c(Cl)cc(C)cc3c2C)n1
→ 2.7% | 1.5% | -14.3%

A few values from the results shown:
`O=C(Nc1ccc(OC(F)F)cc1)c1ccccn1` in GCN5L2 inh = -5.1%
`CN(C(=O)c1cccs1)c1ccc(OCC(=O)Nc2ccc(C(=O)O)cc2)cc1` in FEN1 inh = -4.8%

A different layout for some results above:
SMILES	N370S GC	GCN5L2 inh	FEN1 inh
O=C(c1ccccc1NS(=O)(=O)c1ccc(F)cc1)N1CCc2ccccc21	16.9%	2.4%	2.3%
CC(Oc1ccccc1Cl)C(=O)N1CCN(CCc2ccccn2)CC1 (stereo unspecified)	·	-5.7%	44.0%[activator]
O=C(Nc1ccc(OC(F)F)cc1)c1ccccn1	1.0%	-5.1%	-4.7%

The list goes on:
Results follow in this order: N370S GC | GCN5L2 inh | FEN1 inh
- COc1ccc(-c2cc(-c3ccccc3)c(C#N)c(S(C)(=O)=O)n2)cc1
→ 11.4% | -8.0% | -15.2%
- CCn1c(Sc2ccc(N)cc2Cl)nc2ccccc21
→ 3.6% | ? | -5.2%
- Cc1ccc(S(=O)(=O)Nc2ccc(-n3cnnn3)cc2)c(C)c1
→ · | -2.4% | -1.5%
- O=C(c1cnc2ccccn2c1=O)N1CCc2ccccc21
→ -2.8% | -18.0% | 0.9%
- COc1cc(C)c(CNC2CCCCC2)cc1C
→ -1.7% | -4.3%[0.501 µM] | -2.3%
- Cc1cc(C(=O)N/N=C/c2ccc(O)c([N+](=O)[O-])c2)c(C)n1-c1ccc(F)cc1
→ -5.8% | -1.7% | -3.4%
- CCN(c1cccc(C)c1)S(=O)(=O)c1ccc2c(c1)CCN2C(C)=O
→ ? | 3.0% | -14.3%
- CCOC(=O)c1ccc(N2CCCCC2)c(NS(=O)(=O)c2cccc(C(F)(F)F)c2)c1
→ ? | -12.9% | -19.4%
- Cn1c(=O)cc(OCCCC(=O)Nc2ccccn2)c2ccccc21
→ -0.7% | -22.5% | -30.5%
- CN(C)c1ccc(-c2ccc3ncnc(NC4CC4)c3c2)cc1
→ -8.3% | -16.8% | ·
- O=C(Nc1ccc(-c2cn3cccnc3n2)cc1)c1cc(Br)ccc1Cl
→ · | 0.0% | -7.3%
- CCc1ccc(OCCNC(=O)OCc2ccccc2)cc1
→ -3.2% | -8.7% | 4.1%
- CSCCC(NS(=O)(=O)c1ccc2c(c1)oc(=O)n2C)C(=O)NC1CCCCC1 (stereo unspecified)
→ -3.9% | 3.4% | -3.1%
- COc1ccc(OC)c(C2c3[nH]c4ccccc4c3C[C@H]3C(=O)N(C4CC4)CC(=O)N23)c1 (stereo partly specified)
→ -6.6% | -2.2% | 12.1%
- CCOC(=O)Cn1c(=O)cc(C)c2c(C)nn(-c3cccc(F)c3)c21
→ · | 1.9% | -6.4%
- Nc1ccccc1Oc1c(F)c(F)c(Oc2ccccc2N)c(F)c1F
→ 2.3% | -6.8% | -6.1%
- CC1(C)S[C@@H]2[C@H](NC(=O)COc3ccccc3)C(=O)N2[C@H]1C(=O)O
→ 13.5% | -2.4% | ·
- OCCC1CN(Cc2cccs2)CCN1Cc1ccccc1 (stereo unspecified)
→ 8.4% | -18.2% | -8.5%
- CCC1Cc2cc(O)ccc2C2=C1c1ccc(O)cc1CC2CC (stereo unspecified)
→ 7.8% | 0.0% | ·
- O=C(O)COc1ccccc1/C=C1\SC(=S)N(c2cccnc2)C1=O
→ -4.9% | -17.8% | 2.2%
- CCC(=O)N(Cc1ccco1)c1nc(-c2ccccc2)cs1
→ 0.1% | -9.5% | -8.3%
- COCCn1c(SCC(=O)Nc2cccc(C)c2)nnc1C(C)C
→ 7.9% | -0.7% | -4.3%
- COc1ccc(C(=O)CSc2nnc(CNc3ccc(F)cc3)o2)cc1
→ -11.7% | -2.0% | 3.3%
- Cc1ccc(C(=O)c2cn(Cc3c(F)cccc3Cl)c3nc(C)ccc3c2=O)cc1
→ · | -7.8% | -13.2%
- COc1ccccc1OCC(=O)OCC(=O)NCCN1C(=O)CSC1=O
→ 1.2% | 1.4% | -0.9%
- O=C(N/N=C/c1cc(Cl)cc([N+](=O)[O-])c1O)c1ccc2c(c1)OCO2
→ 5.2% | -18.0% | -21.0%
- Cc1c(Cl)cccc1NC(=O)CSc1nncn1-c1cccnc1
→ -2.3% | -4.0% | -1.2%
- N#Cc1c2n(c(=S)n(-c3ccc(F)cc3)c1=O)CCCCC2
→ 8.2% | -8.8% | 19.5%
- CCCCCCCCc1nnc(N)s1
→ -2.8% | -14.3% | -3.5%
- COc1ccc(Cl)cc1NC(=O)CN(C)CC(=O)Nc1cccc(S(=O)(=O)N2CCCC2)c1
→ -12.4% | -20.5% | 10.1%
- O=C(NCCC1=CCCCC1)c1cc(-c2ccccn2)nc2ccccc12
→ -12.6% | -5.9% | -4.0%
- O=C(Nc1ccc(F)cc1)Nc1sccc1-c1nc2ccccc2s1
→ 0.0% | ? | -0.6%
- S=C(Nc1cccc(Cl)c1)N(CCCN1CCCC1)Cc1cccn1Cc1ccc(Cl)cc1
→ ? | -4.3% | -4.5%
- O=C(c1ccccc1)N1CCCC(c2nc3c(nnn3Cc3ccccc3)c(=O)[nH]2)C1 (stereo unspecified)
→ 2.4% | -27.7% | -9.4%
- Cc1cc(C)n2nc(CC(=O)NCc3ccc(F)cc3)nc2n1
→ -22.6% | -0.7% | -2.3%
- CCN(CC)CCCNC(=O)C1c2cc(OC)c(OC)cc2C(=O)N(C)C1c1cccs1 (stereo unspecified)
→ -26.3% | -1.2% | 2.5%
- Cc1noc(C)c1COc1ccc(C(=O)N2CCN(c3ccccn3)CC2)cc1
→ 3.9% | -0.7% | 2.1%
- Cc1ccc(S(=O)(=O)NCc2ccccc2C)cc1
→ -15.2% | -4.3% | -15.0%
- COc1ccc(/C=N/Nc2ncccc2[N+](=O)[O-])c(OC)c1
→ 0.4% | -4.9% | 2.7%
- N#Cc1c(NC(=O)COC(=O)c2nccnc2N)sc2c1CCCC2
→ -4.6% | -27.5% | 4.0%
- O=C(COc1ccccc1F)NNC(=O)c1ccc(F)c(S(=O)(=O)N2CCOCC2)c1
→ · | -1.8% | 1.3%
- CCN(CC(=O)Nc1c(F)cccc1F)C(=O)CCOc1ccccc1
→ -3.3% | -0.4% | -2.9%
- CN1CCN(Cc2nc(Cc3ccccc3)no2)CC1c1ccccc1 (stereo unspecified)
→ -3.6% | -3.2% | 2.4%
- COc1cccc(C(=O)C2CCCN(Cc3c(C)n(C)n(-c4ccccc4)c3=O)C2)c1 (stereo unspecified)
→ -17.7% | 17.0% | 18.8%
- COCc1c(C(=O)N2CCN(c3ccccc3C)CC2)oc2ccccc12
→ · | -9.3% | 2.0%
- COc1ccccc1CNC(=O)[C@@H]1CCCN1S(=O)(=O)c1ccc(C)cc1
→ 7.6% | -0.8% | 18.0%
- Brc1ccc(-c2nc(-c3ccncc3)no2)o1
→ -4.0% | 0.9% | -2.8%
- CC(=O)N1c2ccc(S(=O)(=O)N3CCC(C(=O)Nc4cc(C)cc(C)c4)CC3)cc2CC1C (stereo unspecified)
→ 8.8% | -1.7% | 2.8%
- O=C(Cn1nc(-c2ccc(F)cc2)ccc1=O)Nc1ccc(C(=O)NC2CC2)cc1
→ -20.8% | 1.1% | -8.0%
- CCc1ccc(C(=O)COC(=O)[C@@H](NC(N)=O)[C@@H](C)CC)cc1
→ 0.1% | 1.0% | -1.9%
- Cc1c2cnn(CC(=O)Nc3ccc(F)cc3F)c(=O)c2c(C)n1Cc1cccc(Cl)c1
→ · | -2.0% | 13.0%
- CCCCNC(=O)c1ccc2c(OCC)n(CCCC)nc2c1
→ 7.1% | ? | -4.1%
- CCc1cc2c(nc1CC)CCN(CC/C(C)=N/O[C@@H](C)c1cc(-c3c(C)cc(C)cc3C)no1)C2
→ 13.5%[12.8 µM] | -5.6% | ·
- O=C(CN1CCN(Cc2ccccc2)CC1)NNC(=O)c1ccccc1
→ · | -2.9% | 1.2%
- C[C@H](NC(=O)C1(c2ccccc2)CCN(C(=O)OC(C)(C)C)CC1)C(=O)N[C@@H](C(=O)O)c1ccccc1
→ 4.2% | -15.2% | -0.6%
- O=c1cc(CSc2nnnn2-c2ccccc2)[nH]c2[nH]n(-c3ccccc3)c(=O)c12
→ 19.0% | -5.0% | -3.9%
- O=C(Nc1nc2cc3c(cc2s1)OCCO3)c1cccs1
→ 1.5% | -5.3% | 6.3%
- CCC1(c2ccccc2)NC(=O)N(CC(=O)Nc2cc(C(F)(F)F)ccc2N2CCCC2)C1=O (stereo unspecified)
→ -16.9% | -5.0% | -19.6%
- COc1ccc(OCc2cc(C(=O)N(C)CCC3CCOCC3)no2)c(Cl)c1
→ -4.8% | -0.5% | -22.0%

These rows are one share of the data (hit frequency here may not be typical).
